# Compound activity (PubChem BioAssay)
# WRN helicase inh – WRN helicase (human) inhibition; Q14191; 360,000 compounds, 0.46% hits; WRN helicase unwinding, fluorescent forked duplex, kinetic; AID 651768; Potency, µM (titrated, usually from 114 µM), without a hit: top-dose activity change, negative = inhibition, actives largely listed as inhibitors; note: potency is the fitted concentration of half-maximal effect; % is set by controls: 0 for no effect and ±100 for the full control effect; nearly all actives have a fitted effect of over 55% in size
#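 Kinetic fluorescence helicase assay: unwinding of a quenched forked DNA duplex (100 nM final) with 2 mM ATP final raises red fluorescence (525/598 nm). Compounds sat 15 min at room temperature with 20 nM WRN beforehand.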
# EPAC1 agonist – EPAC1 (human) agonism. O95398. EPAC1 agonist qHTS, biochemical assay; response scale: 100% = response to 6.5 mM cAMP. Potency, µM (highest dose often 154 µM), for the others: at the highest dose activation, actives largely listed as activators. 360,000 compounds, 0.073% hits. AID 720707; note: potency is the fitted concentration of half-maximal effect; nearly all actives have a fitted effect of over 60% in size
#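 Normalized to 6.5 mM cAMP, activity reflects EPAC1-catalysed release of BODIPY-GDP from Rap1B, followed kinetically over 30 min at 480 nm excitation, 540 nm emission. Reaction contained 100 nM EPAC1, 250 nM Rap1B-BODIPY-GDP, 50 uM GDP.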
# EPAC2 ag – EPAC2 (human) agonism. EPAC2 activation, biochemical qHTS; response scale: 100% = 6.5 mM cAMP response. Potency, µM (top dose mostly 154 µM), for inactives: at the highest dose activation, actives largely listed as activators. 360,000 compounds, 0.079% hits. AID 720711; note: potency is the fitted concentration of half-maximal effect; nearly all actives have a fitted effect of over 50% in size
#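 In this primary screen, activation is scored as increased exchange of BODIPY-GDP from Rap1B by 100 nM EPAC2, with 50 uM GDP as competitor. Signal is normalized to the 6.5 mM cAMP agonist control.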
# PLK1 PBD block – inhibitors of human PLK1 polo-box domain binding. P53350. Potency, µM, for the others: max response, negative = inhibition, usual class: inhibitors. AID 720504. 360,000 compounds, 2.8% hits. Plk1 PBD binding of FITC phosphopeptide, fluorescence polarization; note: potency is the fitted concentration of half-maximal effect; series mostly up to about 57 µM; % is set by controls: 0 for no effect and ±100 for the full control effect; nearly all actives have a fitted effect of over 65% in size
# Target sequence (P53350 whole entry, looked up, the tested form may be a part): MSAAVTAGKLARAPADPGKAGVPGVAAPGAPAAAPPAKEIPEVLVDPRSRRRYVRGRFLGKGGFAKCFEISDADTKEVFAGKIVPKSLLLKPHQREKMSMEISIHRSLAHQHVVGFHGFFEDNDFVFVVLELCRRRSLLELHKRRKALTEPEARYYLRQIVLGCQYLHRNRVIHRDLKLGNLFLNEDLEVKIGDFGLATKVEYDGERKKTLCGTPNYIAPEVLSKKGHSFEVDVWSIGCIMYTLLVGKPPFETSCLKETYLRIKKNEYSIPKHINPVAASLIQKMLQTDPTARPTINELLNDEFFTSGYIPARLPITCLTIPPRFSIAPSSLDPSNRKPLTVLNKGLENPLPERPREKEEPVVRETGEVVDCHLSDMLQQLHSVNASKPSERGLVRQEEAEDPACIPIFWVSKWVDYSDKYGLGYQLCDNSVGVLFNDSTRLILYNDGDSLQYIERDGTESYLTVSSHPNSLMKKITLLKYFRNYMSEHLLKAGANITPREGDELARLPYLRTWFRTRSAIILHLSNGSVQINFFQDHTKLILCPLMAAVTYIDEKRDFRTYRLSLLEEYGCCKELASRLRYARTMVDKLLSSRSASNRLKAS
# IL-2 act – activators of IL-2; IL-2 activation reporter assay, cell-based qHTS; stimulated with anti-CD3/CD4/CD28 beads; in transgenic mouse T cells; activation, % (series mostly up to about 46 µM); 360,000 compounds, 0.065% hits; AID 652025; in the data active = activation above about 50%; inconclusive = mostly about 30% to 49%; note: 0% is about no effect
#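 Readout: EGFP and DsRed signals by fluorescent plate cytometry. Unstimulated transgenic mouse T cells received compound 60 min before antibody-bead stimulation, then incubated 18 h at 37 degrees C.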
# PI5P4Ka inh – PI5P4K alpha (human) kinase inhibition. P48426. PI5P4Kalpha enzyme, ADP-Glo luminescence, 60 min; hits give low values. max response, %. 330,000 compounds, 1.2% hits. AID 652105; active = max response of -50% or lower; inconclusive = between -30% and -50%; inactive = -30% or higher; note: value at the top dose of about 77 µM; % is set by controls: 0 for no effect and ±100 for the full control effect
# Target sequence (P48426 whole entry, looked up): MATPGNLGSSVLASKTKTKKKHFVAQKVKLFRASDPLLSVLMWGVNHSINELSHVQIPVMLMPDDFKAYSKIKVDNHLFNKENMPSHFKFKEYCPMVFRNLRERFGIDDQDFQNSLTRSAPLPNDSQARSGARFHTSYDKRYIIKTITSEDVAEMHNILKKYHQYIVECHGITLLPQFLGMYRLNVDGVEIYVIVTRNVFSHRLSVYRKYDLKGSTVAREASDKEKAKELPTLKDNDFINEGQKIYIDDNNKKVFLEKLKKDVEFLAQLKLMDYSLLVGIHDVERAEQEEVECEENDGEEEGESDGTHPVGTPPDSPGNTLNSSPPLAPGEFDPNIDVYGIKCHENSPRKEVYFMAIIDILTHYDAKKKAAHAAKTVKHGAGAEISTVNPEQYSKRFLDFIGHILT
#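 Single end-point luminescence (ADP-Glo) quantified ADP from PI5P4Kalpha turnover; ATP 5 microM final, 1 h at RT, 0.1% CHAPS and 0.28 mM EGTA in HEPES pH 7.4.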
# EPAC1 antag – EPAC1 (human) antagonism. AID 720709. EPAC1 GEF assay, Rap1b-BODIPY-GDP exchange fluorescence. 360,000 compounds, 0.14% hits. Potency, µM (doses to about 115 µM), for the others: top-dose activity change, negative = inhibition, actives largely listed as inhibitors. O95398;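 note: potency is the fitted concentration of half-maximal effect; plate controls were vehicle for no effect and positive control for full effect; nearly all actives have a fitted effect of over 50% in size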
# CCT modulator – cytosolic chaperonin activity modulation; purified chaperonin ATPase assay, HTRF ADP detection, 30 min; activity change, % (concentration not given with the values), hits read low; 360,000 compounds, 0.3% hits; AID 651819; in the data active = activity change below about -30%; note: % is set by controls: 0 for no effect and ±100 for the full control effect
#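 Nucleotide hydrolysis assay: TRiC at 20–40 nM final (set by batch activity) with 10 uM ATP, 30 min at 37 °C, in presence of 76 uM compound. Detection by competitive ADP HTRF, 30 min ambient.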
# Starred values were filed as active, the others as inactive; ? = inconclusive; . = no result given; [ ] = dose if it differs, or a comment. Unless noted, calls come from the whole dose curve; as a rule, active = well fitted curve in the direction sought with a large enough effect; inconclusive = small, poorly fitted or top-dose-only effect, or another doubt; inactive = no such curve, though single readings can be large; an effect the other way counts as inactive or inconclusive. An excerpt. The share of hits here may be higher or lower than overall.
# A first look (nine entries):
SMILES,WRN helicase inh,EPAC1 agonist,EPAC2 ag,PLK1 PBD block,IL-2 act,PI5P4Ka inh,EPAC1 antag,CCT modulator
O=C(NCCN=C1NS(=O)(=O)c2ccccc21)c1ccncc1,-7.8%,7.9%,6.6%,-8.6%,-0.1,.,1.3%,1.1
Cc1c(C(=O)N(C)CCC#N)oc2ccc(S(=O)(=O)N3CC(C)CC(C)C3)cc12 (stereo unspecified),-8.8%,4.2%,13.7%,18.9µM*,-0.6,0.1,0.5%,-2.0
CN(c1ncc(C(F)(F)F)cc1Cl)N1C(=O)c2cccc(N)c2C1=O,-4.4%,-8.6%,1.2%,-18.9%,-2.1,33.3,-11.7%,0.4
Cc1ccccc1OC(C)c1nc(-c2ccccc2)no1 (stereo unspecified),3.0%,2.1%,6.8%,4.0%,0.0,1.8,9.1%,1.1
CC(OC(=O)c1cccc(-n2cnnn2)c1)C(=O)Nc1ccc(N(C)C)cc1 (stereo unspecified),-6.6%,-7.1%,-0.1%,-7.8%,0.2,-7.3,-14.7%,-0.5
CCOc1ccc(CNCc2cccnc2)cc1,4.5%,9.1%,-4.3%,-1.2%,-3.2,.,-5.8%,-3.7
CC(=O)c1c(C)[nH]c(C(=O)CSc2nnc(-c3ccco3)o2)c1C,-4.6%,1.5%,4.6%,-16.1%,-0.7,-3.7,-6.9%,-0.2
COc1ccc(NC(=O)CN(C)C(=O)C2CC(=O)N(c3ccc4c(c3)OCCO4)C2)cc1 (stereo unspecified),-5.2%,1.5%,1.9%,-9.4%,-0.5,-5.3,6.7%,-2.4
Cc1cc(C)c(C(=O)C2OC(=O)C(C)(C)C(=O)C2(C)C)c(C)c1 (stereo unspecified),-11.7%,10.8%,23.9%,-6.7%,0.4,5.0,-21.2%,-1.7

# This part in full, repeating the preview:
SMILES,WRN helicase inh,EPAC1 agonist,EPAC2 ag,PLK1 PBD block,IL-2 act,PI5P4Ka inh,EPAC1 antag,CCT modulator
O=C(NCCN=C1NS(=O)(=O)c2ccccc21)c1ccncc1,-7.8%,7.9%,6.6%,-8.6%,-0.1,.,1.3%,1.1
Cc1c(C(=O)N(C)CCC#N)oc2ccc(S(=O)(=O)N3CC(C)CC(C)C3)cc12 (stereo unspecified),-8.8%,4.2%,13.7%,18.9µM*,-0.6,0.1,0.5%,-2.0
CN(c1ncc(C(F)(F)F)cc1Cl)N1C(=O)c2cccc(N)c2C1=O,-4.4%,-8.6%,1.2%,-18.9%,-2.1,33.3,-11.7%,0.4
Cc1ccccc1OC(C)c1nc(-c2ccccc2)no1 (stereo unspecified),3.0%,2.1%,6.8%,4.0%,0.0,1.8,9.1%,1.1
CC(OC(=O)c1cccc(-n2cnnn2)c1)C(=O)Nc1ccc(N(C)C)cc1 (stereo unspecified),-6.6%,-7.1%,-0.1%,-7.8%,0.2,-7.3,-14.7%,-0.5
CCOc1ccc(CNCc2cccnc2)cc1,4.5%,9.1%,-4.3%,-1.2%,-3.2,.,-5.8%,-3.7
CC(=O)c1c(C)[nH]c(C(=O)CSc2nnc(-c3ccco3)o2)c1C,-4.6%,1.5%,4.6%,-16.1%,-0.7,-3.7,-6.9%,-0.2
COc1ccc(NC(=O)CN(C)C(=O)C2CC(=O)N(c3ccc4c(c3)OCCO4)C2)cc1 (stereo unspecified),-5.2%,1.5%,1.9%,-9.4%,-0.5,-5.3,6.7%,-2.4
Cc1cc(C)c(C(=O)C2OC(=O)C(C)(C)C(=O)C2(C)C)c(C)c1 (stereo unspecified),-11.7%,10.8%,23.9%,-6.7%,0.4,5.0,-21.2%,-1.7
CCOc1ccc(-c2c[n+](=O)c3c(n2[O-])CCCC3)c(OCC)c1,-1.5%,5.1%,10.5%,-9.3%,0.3,.,10.6%,-2.4
COCC#Cc1ccc2c(c1)O[C@@H](CN(C)C(=O)Nc1ccc(OC)cc1)[C@H](C)CN([C@H](C)CO)S2(=O)=O,-1.4%,3.0%,-4.6%,-0.9%,-1.5,1.0,8.6%,2.5
O=C(Oc1cccc(-c2cnc3ccccc3n2)c1)c1ccco1,-24.2%,-14.3%,-5.8%,-1.6%,0.3,-2.8,-17.0%,1.2
Cc1ccc2nc(-c3cccs3)oc(=O)c2c1,-12.7%,9.4%,16.5%,-8.6%,0.8,8.2,-7.0%,-4.3
COC(=O)CC1=NN(c2ccccc2)C(=O)C1,0.2%,4.3%,-0.9%,-3.2%,-0.1,3.3,9.1%,1.6
Cc1ccc(S(=O)(=O)/C(C#N)=C/c2c(N3CCC(C(N)=O)CC3)nc3c(C)cccn3c2=O)cc1,0.9%,3.7%,0.9%,-0.7%,-1.9,-4.5,-11.1%,0.1
CCOC(=O)CSc1nnc(NC(=O)c2cccc(S(=O)(=O)N3CCCC3)c2)s1,-6.3%[57.1 µM],-1.9%,-7.3%,-10.3%,-2.4,.,8.7%,0.0
CC(=O)N(c1cccc(Br)c1)C1C=CS(=O)(=O)C1 (stereo unspecified),3.0%,1.6%,-1.7%,-6.6%,-2.9,.,-2.4%,-1.1
CCC(Sc1nc2sc(C(=O)OC)c(C)c2c(=O)n1N)C(=O)NCC1CCCO1 (stereo unspecified),11.9%,3.3%,-4.8%,-12.1%,-1.3,.,1.6%,-1.9
Cc1cc(C)nc(SCc2ccc(F)cc2)n1,-7.5%,-3.5%,2.8%,-15.1%,2.8,5.3,-10.8%,-1.1
CC(C(=O)Nc1ccc(Cl)cc1)c1ncc(C(F)(F)F)cc1Cl (stereo unspecified),6.0%,6.8%,-0.1%,-9.6%,-0.1,.,-19.9%,-2.7
O=C(CSC1=NCCS1)Nc1cccc2ccccc12,-6.8%,9.3%,4.5%,-26.3%,0.2,-1.3,13.4%,-4.8
CC(=O)N1CCc2cc(NC(=O)C3(C)CCN3Cc3ccccc3OC(F)F)ccc21 (stereo unspecified),-2.0%,-11.7%,14.2%,-5.1%,-0.5,-0.5,-11.6%,-2.0
CC(C)(O)C(=O)N=Nc1c(O)[nH]c2ccccc12,-1.2%[57.1 µM],1.9%,0.7%,-7.2%,0.5,9.6,-13.6%,-1.4
CCOC(=O)N1CCN(C(=O)c2oc3ccc(S(=O)(=O)N4CC(C)CC(C)C4)cc3c2C)CC1 (stereo unspecified),-4.7%,11.0%,8.7%,-6.0%,-0.2,4.1,-6.4%,-1.7
CCc1ccccc1NC(=O)Cn1nnc(C(=O)NCc2cccc(OC)c2)c1N,5.3%[11.6 µM],7.7%,5.3%,2.5%,2.0,0.2,-13.7%,-3.0

# Continuation.
SMILES,WRN helicase inh,EPAC1 agonist,EPAC2 ag,PLK1 PBD block,IL-2 act,PI5P4Ka inh,EPAC1 antag,CCT modulator
O=C(c1ccc2c(=O)n3c(nc2c1)CCC3)N1CCN(S(=O)(=O)c2ccccc2Br)CC1,-1.1%,0.0%,9.3%,-12.7%,1.0,2.9,-12.9%,-0.5
CC(C)CN=CC1=C(O)c2ccccc2C1=O,-6.2%,6.2%,5.2%,8.5%,-2.5,3.3,-10.4%,0.4
Cc1ccc(C)c2c1cc(C)c1nnc(SCC(=O)N3CCCc4ccccc43)n12,5.6%,-1.4%,6.3%,-15.4%,0.2,4.3,-18.1%,-0.7
COc1ccc(Br)c(OC)c1C(=O)NC(=O)Nc1nc(C)cc(C)n1,-3.1%,-0.5%,7.4%,0.0%,0.1,-3.7,7.7%,0.3
O=C(CSCc1ccccc1Cl)N1CCN(c2ccccn2)CC1,-11.7%,6.6%,15.1%,-6.6%,-2.7,.,-2.7%,-2.5
Cc1ccc(C(=O)N/C(=C/c2ccccc2)C(=O)NCC2CCCO2)cc1 (stereo unspecified),-31.2%,-1.6%,4.7%,-10.4%,-0.7,-1.1,2.6%,2.5
Cc1ccc(-n2nc3c(N4CCC(C(=O)NCc5ccc(C)o5)CC4)nnc(C)c3c2C)cc1,95.8%[activator],-2.6%,6.1%,-7.1%,-2.8,-8.0,7.5%,-2.0
O=C1Nc2ccccc2C12Nc1ccccc1-c1nc3ccccc3n12 (stereo unspecified),-20.3%,7.1%,1.1%,-12.2%,-2.0,-1.7,-6.6%,-8.9
COc1ccc(OC)c(CN2CCN(C(=O)CCC(=O)c3cccs3)CC2)c1,-0.6%,9.4%,-0.7%,-3.4%,-1.0,1.2,0.7%,-1.8
COc1cc(C(=O)N2CCCCC2)ccc1OCC(=O)Nc1ccc(F)cc1,6.0%,-4.7%,1.4%,4.5%,0.7,1.6,17.6%,0.5
COc1cccc(C2CC(c3ccccc3Cl)n3nc(N)nc3N2)c1 (stereo unspecified),-11.4%,-6.5%,-1.9%,-1.0%,-3.7,.,5.0%,0.3
COc1cc2c(cc1OC)C1=C(C#N)CN(C3CCCCC3)CN1CC2,-2.3%,6.2%,3.4%,-5.5%,-2.6,2.6,-1.1%,0.5
c1nc(NCCN2CCOCC2)c2sc3nc(N4CCOCC4)c4c(c3c2n1)CCC4,-0.7%,3.8%,-5.2%,-6.9%,-0.4,-5.7,-2.9%,-0.8
O=C(OCCN1C(=O)c2ccccc2C1=O)C1CCN(S(=O)(=O)c2cccs2)CC1,1.1%,4.1%,10.3%,-1.9%,2.7,.,0.0%,-1.1
CCOc1ccc2c(c1)c(N=O)c(O)n2C,-14.3%[57.1 µM],0.1%,-2.5%,-3.4%,3.5,-0.8,-17.7%,-1.3
CSc1ccc(/C=N/NC(=O)CNc2cccc3ccccc23)cc1,-4.2%[57.1 µM],5.3%,-2.4%,-2.0%,0.4,0.9,0.7%,-0.9
O=C(Cc1cccs1)Nc1ccc(-c2nnn(CC(=O)N3CCOCC3)n2)cc1,2.6%,7.0%,-1.1%,-5.1%,0.3,.,3.5%,-2.3
CCc1ccc(NC(=O)CC2S/C(=N/N=C3CCCCCC3)NC2=O)cc1 (stereo unspecified),-1.4%,-9.4%,-5.5%,-22.7%,-1.0,9.3,?,-0.6
COc1ccc(-c2nnn(Cc3ccccc3)n2)cc1OC,2.1%,6.2%,8.8%,-3.2%,-3.3,2.2,-10.7%,-1.2
Cc1cccc(OCCn2c(=S)[nH]c3ccccc32)c1,-13.5%,23.4%,21.6%,5.97µM*,0.0,-22.8,-15.5%,-0.1
O=C(COc1ccc(S(=O)(=O)N2CCCC2)cc1Cl)N1CCN(c2ccccc2)CC1,-6.9%,10.2%,9.2%,-3.9%,-1.7,.,-1.5%,-2.5
Cc1ccc(NC(=O)C2(C)CCN2C(C)C)cc1C (stereo unspecified),3.1%,-0.3%,1.3%,3.6%,-0.4,1.5,-5.6%,-1.0
CN(C)/C=C/C(=O)c1ccc(Cl)cc1,-22.1%,6.5%,11.7%,-10.3%,-2.2,.,-5.3%,-2.1
